Assay outcomes: PubChem, Fisher Drug Discovery Resource Center
hcGAS lum – human cGAS inhibition; inhibition, % at 12.5 µM; Q8N884; 290,000 tested, 0.081% active; recombinant h-cGAS, ATP depletion, Kinase-Glo luminescence; AID 1259398;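 further: 0% = vehicle reaction and 100% = reaction without DNA for no activity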
Target sequence (Q8N884 whole entry, looked up): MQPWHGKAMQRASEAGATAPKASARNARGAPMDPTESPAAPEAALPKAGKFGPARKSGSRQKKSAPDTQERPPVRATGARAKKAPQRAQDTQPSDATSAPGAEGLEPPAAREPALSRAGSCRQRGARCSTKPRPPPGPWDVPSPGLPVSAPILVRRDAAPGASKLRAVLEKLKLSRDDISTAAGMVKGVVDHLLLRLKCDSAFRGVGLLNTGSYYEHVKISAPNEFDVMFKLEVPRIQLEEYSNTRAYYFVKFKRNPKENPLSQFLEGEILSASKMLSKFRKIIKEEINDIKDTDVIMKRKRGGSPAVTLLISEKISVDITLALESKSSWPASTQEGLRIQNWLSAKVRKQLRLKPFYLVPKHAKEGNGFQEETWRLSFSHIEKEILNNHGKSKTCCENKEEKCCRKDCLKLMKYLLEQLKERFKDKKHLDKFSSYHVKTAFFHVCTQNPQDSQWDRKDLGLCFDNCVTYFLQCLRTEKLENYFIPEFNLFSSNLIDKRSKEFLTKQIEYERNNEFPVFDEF
NPYLR7 ag – mosquito NPYLR7 agonism. AID 1259423. activation, % at 10 µM. HEK293T NPYLR7/Galpha15, GCaMP6s calcium fluorescence. 270,000 tested, 0.15% active; in the data active means activation above about 40%;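 further: 0% = vehicle and 100% = reference agonist at the receptor; some compounds past the cut are filed as inactive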
mcGAS inh – blocks mouse cGAS activity; inhibition, % at 12.5 µM; 160,000 tested, 0.15% active; recombinant cGAS, Kinase-Glo ATP depletion luminescence; AID 1259399; Q8C6L5;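 further: 0% = negative control wells and 100% = reference inhibitor with no enzyme activity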
* marks the source's active call; other numbers are inactive results; . = not tested or not shown; & = joins results of further samples. Unless noted, no stated cut-off is given here; in the data, active means inhibition above about 40%; inactive means the rest.

Compound | mcGAS inh | NPYLR7 ag | hcGAS lum
Cn1c(=O)n(CC(O)COc2ccc(F)cc2)c2ccccc21 (stereo unspecified) | . | -2 | -7
CC#CCN(Cc1ccco1)C(=O)c1ccc(OC2CCN(Cc3ccccn3)CC2)cc1 | -4 | -6 | -9
CC(C)NC(=O)C1CCN(C2CCN(C(=O)C3(C)CCCCC3)CC2)CC1 | . | 2 | 0
COc1cccc(-c2ncc(CN3CC[C@H]4CC[C@@H](C3)N4)s2)c1 | . | 5 | -3
CO[C@H]1C[C@@H](O)C12CCN(C(=O)CCC(F)(F)F)CC2 | -5 | . | -8
COC(=O)c1ccccc1NC(=O)c1nc2nc(C)cc(C)n2n1 | . | -13 | 3
O=C(COC(=O)c1ccc(Br)o1)Nc1nc(-c2ccco2)c(-c2ccco2)s1 | . | -5 | -2
O=S(=O)(c1ccc(F)cc1F)N1CCN(CC(OCc2ccc(C(F)(F)F)cc2)c2ccc(Cl)cc2)CC1 (stereo unspecified) | -6 | . | -3
Cc1cc(C)n(CCC(=O)N2CCN(Cc3ccco3)C(CCO)C2)c(=O)n1 (stereo unspecified) | -15 | . | -10
CC(=O)NC(=O)c1cc2ccccc2oc1=NCc1ccccc1 | . | -5 | -2

In another format: results already given.
smiles: COC(=O)c1ccccc1NC(=O)c1nc2nc(C)cc(C)n2n1
  mcGAS inh = .; NPYLR7 ag = -13; hcGAS lum = 3
smiles: O=C(COC(=O)c1ccc(Br)o1)Nc1nc(-c2ccco2)c(-c2ccco2)s1
  mcGAS inh = .; NPYLR7 ag = -5; hcGAS lum = -2

Carrying on.
Compound | mcGAS inh | NPYLR7 ag | hcGAS lum
N#CCCN(CC1CCCO1)C(=O)c1ccccc1OCc1cccnc1 (stereo unspecified) | . | 9 | -15
CCOC(=O)CCC(=O)Nc1cc(-c2ccc(OC)cc2)nn1-c1cc(Cl)ccc1Cl | -8 | 22 | -5
Cc1ccc(S(=O)(=O)C(C#N)=Cc2cccc(Cl)c2)cc1 | . | -2 | -6
CCOC(=O)c1ccc2c(c1)nc(SCC(=O)NCc1cccs1)n2Cc1cccc(F)c1 | 0 | 2 | 3
COc1ccc(OC)c(S(=O)(=O)NCc2ccccc2CN2CCCCC2)c1 | . | 6 | -8
CCNc1ncc(C(=O)N2CCOC(CCCC(C)C)C2)cn1 (stereo unspecified) | . | 6 | -9
O=C(CS(=O)(=O)Cc1c(F)cccc1Cl)NCC1CC1 | . | -3 | 6
COC(=O)CCNC(=O)CN1CCc2[nH]c3ccc(Cl)cc3c2C1 | -1 | -4 | 1
O=C1NC(=NC2CCCC2)SC1=Cc1cc2c(cc1Br)OCO2 | -5 | 2 | -4
Cc1ccc(-c2cccc(CN3CCC(n4nccc4NC(=O)C4CC4)CC3)c2)o1 | -1 | 3 | 2&-3
CN(CCOc1ccccc1F)S(=O)(=O)c1cccc(Cl)c1Cl | -12 | 6&6 | -7&-10
CN1CCCC(c2nn3c(Cc4ccccc4)nnc3s2)C1 (stereo unspecified) | . | -4 | -5
O=C(Cc1csc(NC(=O)c2ccc(=O)[nH]c2)n1)NCCC1=CCCCC1 | -1 | -1 | 1
COCCN(Cc1ccc(OS(=O)(=O)c2cccc(C(F)(F)F)c2)cc1)C(=O)Nc1ccccc1Br | -6 | 15 | -7
O=[N+]([O-])C(=C1Nc2ccccc2N1)C(Cl)=C(Cl)Cl | . | -15 | -2
CCCCCn1c(=N)c(C#N)cc2c(=O)n3cccc(C)c3nc21 | -6 | 1 | -10
N#Cc1cccc(NC(=O)c2cc(C3CCCCN3C(=O)CCCc3ccccc3)on2)c1 (stereo unspecified) | -6 | 22 | -5
O=C(C1CCC1)N1CCCC(OCc2cccc(Cl)c2)C1 (stereo unspecified) | -4 | -2 | -2
Cc1ccccc1C(CNC1CCN(C(=O)c2ccccc2)CC1)N(C)C (stereo unspecified) | -18 | 20 | -9
CN(CCc1cn[nH]c1)C(=O)CCNC(=O)c1ccccc1F | . | 8 | 0
Cc1[nH]n(-c2nc(-c3cccc([N+](=O)[O-])c3)cs2)c(=O)c1N=Nc1cccc(CO)c1 | -5 | -5 | -6
COC(=O)c1ccc(NC(=O)c2cn(Cc3ccccc3)nc2OCc2ccccc2)cc1 | -8 | 11 | -8
C=CCn1c(=NC(=O)c2c(OC)cccc2OC)sc2cccc(OC)c21 | -5 | 1 | -4
Cc1ccc2nc(CNC(=O)CC3NC(=O)c4ccccc43)[nH]c2c1 (stereo unspecified) | . | 1 | -9
CN(Cc1ccc(F)cc1F)C(=O)NNC(=O)c1cnccn1 | . | 8 | -8
CC(C)(C)c1ccc(C(=O)Nc2ccc(O)c(-c3nc4ccccc4o3)c2)cc1 | -6 | 12 | -6
COc1cc(/C=C2\N=C(c3ccc(C)c(C)c3)OC2=O)ccc1OC(C)=O | . | -3 | -3
O=C(/C=C/c1ccccc1OC(F)F)Nc1cc2c(cc1Cl)NC(=O)CO2 | -13 | 6 | -8
CCCCN(C)S(=O)(=O)NCC1(N(C)C)CCCC1 | . | 2 | -7
CCn1nc(C)c(NC(=O)CN2CCCC(c3nc(C(C)C)no3)C2)c1C (stereo unspecified) | . | 8 | -6
Cc1ccc(C2=N/C(=C/c3ccc(C(C)C)cc3)C(=O)O2)cc1C | . | -3 | -3
Cc1ccsc1CN(Cc1ccc(F)cc1)C(=O)CN(C(=O)c1ccc(Cl)c(Cl)c1)C1CC1 | -3 | -2 | -1
CCCSc1ncccc1C(=O)NCC1CCCO1 (stereo unspecified) | -5 | -1 | -4
O=C(c1cncn1-c1ccc(F)cc1)N1CCN(S(=O)(=O)c2ccccc2Cl)CC1 | -2 | -4 | 0
Cc1nc2ncnn2c(N2CCN(S(=O)(=O)c3ccccc3C(F)(F)F)CC2)c1Cc1ccccc1 | -6 | 26 | -6
CC1(Cc2ccc(F)c(Cl)c2)C(=O)Nc2ccc(OC(F)(F)F)cc21 (stereo unspecified) | -3 | 1 | 1
O=C(NS(=O)(=O)N1CCc2sccc2C1)c1cccs1 | . | 4 | -9
COc1ccc(CN(C(=O)Nc2ccc(F)c(F)c2)C(C)C)cc1OS(C)(=O)=O | -6 | . | -10
CC(C)N=C1NN=C(c2ccc(Cl)c(Cl)c2)CS1 | -6 | 5 | -13
O=C(CSc1nnc(C2CC2)n1C1CC1)NC(=O)NC1CCCCC1 | -2 | -1 | -3

Full records from above. Values in the order: mcGAS inh	NPYLR7 ag	hcGAS lum
COc1cccc(-c2ncc(CN3CC[C@H]4CC[C@@H](C3)N4)s2)c1 is entered as .	5	-3
O=C(c1cncn1-c1ccc(F)cc1)N1CCN(S(=O)(=O)c2ccccc2Cl)CC1 is entered as -2	-4	0
Cc1ccc(C2=N/C(=C/c3ccc(C(C)C)cc3)C(=O)O2)cc1C is entered as .	-3	-3

(cont.)
Compound | mcGAS inh | NPYLR7 ag | hcGAS lum
O=C(NCCN1CCC(N2CCCCC2)CC1)c1cc2cn(C3CCCC3)cc2s1 | 1 | . | 4
COC(=O)c1ccc(CSc2ncn[nH]2)o1 | . | 2 | 3
COc1ccc(-n2nc(-c3ccccc3)c3c2N(CC(=O)NCC2CCCO2)C(=O)CSC3c2ccc3c(c2)OCO3)cc1 (stereo unspecified) | -7 | 16 | -16
Cc1nc(N(CC2CCCO2)CC2CCCO2)c2c3c(sc2n1)CCC3 (stereo unspecified) | . | 10 | -7
Cc1ccsc1CN(C)Cc1cn[nH]c1-c1ccc(F)cc1 | . | 6 | -12
Cc1[nH]nc(Nc2ccccc2)c1N=Nc1ccc(Br)cc1 | . | -1 | 0
O=C(CCC(=O)c1ccc(F)cc1)NCCCOc1cccc([N+](=O)[O-])c1 | . | -6 | -6
COc1c(C)cc(C(=O)C2CCCN(Cc3nc4ccc(F)cc4[nH]3)C2)cc1C (stereo unspecified) | . | -3 | -4
O=C(CSc1nc(=O)n2ccccc2n1)OCc1ccccc1 | 0 | 14 | 3
Cc1nc2sc(C)c(C)n2c(=O)c1NC(=O)C(C)C | . | 18 | -9

An excerpt of these results, with values under each structure:
Results follow in this order: mcGAS inh | NPYLR7 ag | hcGAS lum
O=C(CSc1nc(=O)n2ccccc2n1)OCc1ccccc1
 : 0 | 14 | 3
Cc1nc2sc(C)c(C)n2c(=O)c1NC(=O)C(C)C
 : . | 18 | -9
Cc1[nH]nc(Nc2ccccc2)c1N=Nc1ccc(Br)cc1
 : . | -1 | 0
Cc1nc(N(CC2CCCO2)CC2CCCO2)c2c3c(sc2n1)CCC3 (stereo unspecified)
 : . | 10 | -7
Cc1ccsc1CN(C)Cc1cn[nH]c1-c1ccc(F)cc1
 : . | 6 | -12

(further entries)
Compound | mcGAS inh | NPYLR7 ag | hcGAS lum
CCCN(CC(=O)NCC(=O)Nc1ccc(C)cc1)C(=O)c1cc(OC)c(OC)c(OC)c1 | -5 | 1 | 6
Cc1ccsc1CN(Cc1ccc(F)cc1)C(=O)CN(C(=O)C(Cl)c1ccccc1)C1CCCCC1 (stereo unspecified) | -4 | -7 | -7
COc1ccc2c3c1CN(C(=O)NCc1ccccc1)CC3=CC(C)(C)CO2 | -6 | 1 | 5
CCOc1ccc(/C=C2\N=C(c3ccccc3F)OC2=O)cc1 | -7 | 4 | -5
COc1ccc(Cc2nc(CSc3nc(C(C)(OC)OC)ccc3C#N)cs2)cc1 | -7 | 3 | -8
COc1cccc(NC(=O)CSc2ccc(-c3sc(-c4cccs4)nc3C)nn2)c1 | -5 | 5 | 1
COc1ccc(OC)c(NC(=O)C2(C)CCN2Cc2ccccc2OC(F)F)c1 (stereo unspecified) | . | -3 | -2
CCN1CC2([N+](=O)[O-])CC=C(OC)C([N+](=O)[O-])(C1)C2 (stereo unspecified) | . | -7 | 1
O=C(c1ccccc1)N1CCN(Nc2ccncc2S(=O)(=O)N2CCCCC2)CC1 | . | 1 | -5
CCCNc1nc(-c2cccc(N3CCCC3=O)c2)cs1 | . | -2 | 7

Three structures already listed, ordered by heavy-atom count, lowest first:
Compound | mcGAS inh | NPYLR7 ag | hcGAS lum
COc1ccc(OC)c(NC(=O)C2(C)CCN2Cc2ccccc2OC(F)F)c1 (stereo unspecified) | . | -3 | -2
COc1ccc(Cc2nc(CSc3nc(C(C)(OC)OC)ccc3C#N)cs2)cc1 | -7 | 3 | -8
CCCN(CC(=O)NCC(=O)Nc1ccc(C)cc1)C(=O)c1cc(OC)c(OC)c(OC)c1 | -5 | 1 | 6

Next section.
Compound | mcGAS inh | NPYLR7 ag | hcGAS lum
O=C(O)c1coc2c1C(=O)CCC2 | -3 | -1 | -2
CC(=O)N1CCC(NCCSCc2ccccc2C)CC1 | . | -2 | 8
COc1ccccc1Oc1cc(C)nc(SCc2cc(F)cc(F)c2)n1 | -6 | 20 | -5
Cc1nccc(-c2cccc(-n3ccnc3C(C)C)c2)n1 | . | 12 | -10
O=c1cc(Cn2cnc3ccc(Cl)cc3c2=O)c2cc3c(cc2o1)CCC3 | . | 10 | -7
Cc1c(Br)c([N+](=O)[O-])nn1CC(=O)Nc1nc2ccccc2n1C | . | -5 | 0
COCCCNC(=O)c1cc(NC(=O)c2ccc(Cl)cc2Cl)ccc1N1CCc2ccccc2C1 | -4 | 16 | 0
CCc1cc[n+](C2=C(c3c(C)[nH]n(-c4ccc(Cl)cc4)c3=O)C(=O)N(c3ccc(C)cc3)C2=O)cc1 | -7 | -5 | 0
COC(=O)c1[nH]c(CN2C(=O)c3ccccc3S2(=O)=O)c(C(=O)OC)c1C | . | -7 | 5
CC(=O)N(CCc1ccc(S(N)(=O)=O)cc1)C1CC(=O)N(c2ccccc2)C1=O (stereo unspecified) | -6 | 1 | -5
CCOC(=NC1CCCc2ccccc21)NC(=O)c1cccs1 (stereo unspecified) | -5 | 1 | -2
CCCNC(=O)COC(=O)c1ccc2ccccc2c1O | -5 | 2 | -6
C=CCNc1nc(Cl)nc(Nc2ccc(I)cc2C)n1 | . | 4 | -6
COc1ccc(C=C2SC(=O)N(CCNC(=O)CSC)C2=O)cc1 | -3 | 4 | -8
COc1ccc(Cl)cc1NC(=O)Nc1cc(C)nc2ccccc12 | -3 | 2 | 11
CCOc1ccc(CC(=O)NCCc2cc3ccc(C)cc3[nH]c2=O)cc1 | -7 | 0 | -8
O=C(NCCNc1nc(-c2ccco2)nc2ccccc12)c1cccc([N+](=O)[O-])c1 | -5 | -5 | -5
COc1cccc(-n2nc(C(=O)N3CCOCC3)c(=O)n(Cc3ccc(F)cc3)c2=O)c1 | -4 | 15 | -1
CCOc1ccc(-c2c(C#N)c(N)n3c(nc4ccccc43)c2C#N)cc1OC | -3 | -1 | -3
Cc1cc(C(C)NC(=O)c2ccc(C(F)(F)F)nc2C)c(C)o1 (stereo unspecified) | . | 7 | -15
